# Diaph act CS = counter-screen for diaphorase-based assays: diaphorase activators and chemical reducers | 190,000 compounds, 0.005% hits | activation factor at 20 µM | Diaphorase/resazurin coupled assay, resorufin fluorescence, 16 min; stronger effect = higher value; 1 = vehicle wells, 0 = NADH-free wells;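 active = diaphorase activity raised at least twofold by the compound at 20 µM; inactive = activation factor below 2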
#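 Material: Clostridium kluyveri diaphorase, purified enzyme; Quantity: enzyme 0.07 U/mL final; Medium: HEPES pH 7.4 buffer with MgCl2 and Tween 20; Dosing: single compound dose of 20 µM, 1% DMSO final; Schedule: 16 min reaction at room temperature; Measured by: red resorufin fluorescence at 544/590 nm excitation/emission.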
# APP 5UTR inh = APP translation inhibition; SH-SY5Y APP 5'UTR-luciferase reporter, luminescence; inhibition, % at 2 µM; 190,000 compounds, 0.82% hits;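 active = inhibition above a set limit, derived from the sample mean plus 3 SD, cut at about 45% in these data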; note: values of inactives mirror those of a sister screen read the other way
# G6PDH CS = L. mesenteroides G6PDH inhibition counter-screen; Purified L. mesenteroides G6PDH, diaphorase/resazurin coupled fluorescence, 45 min; inhibition, % at 5 µM; 200,000 compounds, 0.12% hits; AID 1020; in the data active = inhibition above about 50%
# STAT1 activator = increases IFN-gamma driven STAT1 reporter signal. activation (% of control), % at 5.5 µM. 200,000 compounds, 2.6% hits. AID 932. NIH 3T3 STAT1-luciferase reporter, luminescence; 100% = IFN-gamma alone, no compound;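 active = activation above the screen-wide mean activation plus 3 SD, cut at about 130% in these data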;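 note: raw ratio to IFN-gamma control signal so 100% means no change and 0% no light; values of inactives mirror those of a sister screen read the other way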
# APP 5'UTR act = activates APP 5'UTR luciferase reporter | activation, % at 2 µM | AID 1276 | SH-SY5Y APP 5'UTR luciferase reporter, luminescence; zero percent = DMSO vehicle wells | 190,000 compounds, 1% hits;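 active = activation above a set limit, based on mean plus 3 SD of controls, cut at about 140% in these data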; note: values of inactives mirror those of a sister screen read the other way
# Diaphorase inh = counter-screen for diaphorase-based assays: diaphorase inhibitors and chemical oxidizers | diaphorase resazurin-to-resorufin fluorescence, NADH, 16 min; bacterial (C. kluyveri) enzyme, not human | inhibition, % at 20 µM | 190,000 compounds, 0.69% hits;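 active = primary screen inhibition at 20 µM above a set limit, cut at about 50% in these data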;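 note: plate controls were DMSO with full reaction for no effect and wells lacking NADH for full effect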
#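 Assay system: diaphorase enzyme from Clostridium kluyveri. Quantity: enzyme working solution with 0.14 U/mL diaphorase. Schedule: reaction incubation of 16 min at room temperature. Technique: resorufin fluorescence, excitation 544 nm, emission 590 nm. Controls: No-NADH positive control and DMSO neutral control.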
# FLuc inhib CS = Photinus pyralis luciferase inhibition counter-screen; P08659; ATPLite firefly luciferase biochemical luminescence, 10 min; inhibition, % at 10 µM; 200,000 compounds, 1.5% hits;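 active = inhibition above about 50% when tested at 10 µM, limit read from the data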
# NF-kB expr up = compounds increasing NF-kB expression in human neuronal cells; fold change at 12.5 µM; 190,000 compounds, 1.6% hits; AID 1239; NF-kB reporter expression; stronger effect = higher value; in the data active = fold change above about 3.3
# TLR4 MyD88 comp = TLR4-MyD88 interaction inhibition in cells | O00206+Q99836 | HeLa CL3-4 TLR4/MyD88 BLA complementation, FRET ratio | inhibition, % at 8.4 µM | 200,000 compounds, 0.18% hits | AID 861; in the data active = inhibition above about 25%;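 note: 0% = vehicle and 100% = reference inhibitor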
# Target sequence (O00206 whole entry, looked up): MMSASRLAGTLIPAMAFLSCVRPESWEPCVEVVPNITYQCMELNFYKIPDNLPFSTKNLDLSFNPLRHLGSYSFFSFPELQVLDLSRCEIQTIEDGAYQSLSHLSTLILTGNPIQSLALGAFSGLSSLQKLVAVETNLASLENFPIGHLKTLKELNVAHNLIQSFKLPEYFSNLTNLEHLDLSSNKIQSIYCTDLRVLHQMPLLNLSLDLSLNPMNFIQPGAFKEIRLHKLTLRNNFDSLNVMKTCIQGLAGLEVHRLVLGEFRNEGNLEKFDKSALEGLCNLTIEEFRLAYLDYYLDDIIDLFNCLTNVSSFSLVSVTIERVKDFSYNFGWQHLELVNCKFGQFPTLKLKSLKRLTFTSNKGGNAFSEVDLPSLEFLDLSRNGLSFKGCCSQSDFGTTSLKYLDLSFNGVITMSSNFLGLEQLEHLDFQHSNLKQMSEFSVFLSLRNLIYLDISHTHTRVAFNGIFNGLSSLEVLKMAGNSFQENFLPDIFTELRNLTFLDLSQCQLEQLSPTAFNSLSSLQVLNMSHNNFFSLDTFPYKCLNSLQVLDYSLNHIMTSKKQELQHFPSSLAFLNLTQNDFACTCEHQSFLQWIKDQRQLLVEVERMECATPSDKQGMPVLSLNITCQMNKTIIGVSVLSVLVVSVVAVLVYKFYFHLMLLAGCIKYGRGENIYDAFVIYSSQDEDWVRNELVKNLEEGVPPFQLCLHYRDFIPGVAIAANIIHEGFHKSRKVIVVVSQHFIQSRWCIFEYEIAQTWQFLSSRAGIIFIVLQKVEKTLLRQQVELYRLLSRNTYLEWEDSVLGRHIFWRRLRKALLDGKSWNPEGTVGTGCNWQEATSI
# Target sequence (Q99836 whole entry, looked up): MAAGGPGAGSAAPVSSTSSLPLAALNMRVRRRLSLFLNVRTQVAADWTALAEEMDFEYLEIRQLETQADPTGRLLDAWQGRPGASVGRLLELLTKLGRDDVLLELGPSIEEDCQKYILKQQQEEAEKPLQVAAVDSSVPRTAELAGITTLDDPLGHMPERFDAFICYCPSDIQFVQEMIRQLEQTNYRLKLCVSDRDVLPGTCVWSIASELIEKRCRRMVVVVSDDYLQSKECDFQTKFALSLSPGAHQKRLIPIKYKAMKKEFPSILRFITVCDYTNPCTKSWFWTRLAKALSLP
# FLuc act counter = affects firefly luciferase, flagging false hits in luciferase stimulation screens. ATPlite luciferase biochemical, luminescence, 10 min; 0 = ATP-free wells, 1 = DMSO control. 200,000 tested, under 10 active. activation factor at 10 µM. P08659;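 active = luciferase activation factor, scaled between plate controls, of at least 2 with compound at 10 µM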
#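 System: luciferase plus luciferin reagent, cell-free; medium: PBS as buffer for the ATP substrate; dosing: test compounds dosed from 2 mM stocks in 100% DMSO; timing: 10 min post-reagent at room temperature; measured by: luminescence measurement of luciferase light output; evaluation: luciferase activation, seen as luminescence increase over controls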
# Starred values were filed as active, the others as inactive; nt = not tested or not shown; & = joins results of further samples.
1: N/C(Cc1ccc([N+](=O)[O-])cc1)=N\OC(=O)c1ccc2ccccc2c1
2: CCOC(=O)C(C)n1cnc2c(cnn2-c2ccc(Cl)cc2)c1=O (centres undefined)
3: CCc1ccc(NC(=O)N(C2CCCCC2)C(C)c2cccnc2)cc1 (centres undefined)
4: Nc1ccn([C@H]2CC[C@@H](CO)O2)c(=O)n1
5: COc1cc(C=C2C(=O)c3ccccc3C2=O)cc(OC)c1OC
6: O=C(Nc1cccc([N+](=O)[O-])c1)c1ccc(CSc2ccccc2)cc1
assay / entry	1	2	3	4	5	6
Diaph act CS	1.1	0.8	0.9	0.8&1	1	1
APP 5UTR inh	-12.8	-7.9	-15.1	9.4	-3.2	-13.3
G6PDH CS	-4.8	7.7	-0.2	7.6&5.5	4.8	5.7
STAT1 activator	89.3	102.2	101.0	91.6	99.4	100.0
APP 5'UTR act	12.8	7.9	15.1	-9.4	3.2	13.3
Diaphorase inh	-6.4	18.3	13.9	18.7&-0.3	-2.4	4.3
FLuc inhib CS	6.7	2.2	-4.4	-5.5&-4.3	-4.1	-6.9
NF-kB expr up	0.5	1.28	1.59	1.03	1.22	1.03
TLR4 MyD88 comp	12.2	-3.7	5.7	-2.3	6.9	7.9
FLuc act counter	0.9	1	1	1.1&1	1	1.1

7: Cc1cccc(N2CCN(CCNC(=O)c3cc4c(s3)CS(=O)(=O)C4)CC2)c1C
8: CCOC(=O)c1c(C)c(C)n(Cc2ccc(OC)c(OC)c2)c1C
9: CC(C)(C)NC(=O)COC(=O)/C=C/c1ccc(F)cc1
10: CC1(C)Cc2nc3oc4c(=O)n(CC(=O)Nc5ccccc5)cnc4c3cc2CO1
11: CCc1ccc(C2=NN(CCC(=O)NCc3cccs3)C(=O)CC2)cc1
12: CN1CCN(c2ccccc2NC(=O)c2ccc(N3CCCCC3)c([N+](=O)[O-])c2)CC1
assay / entry	7	8	9	10	11	12
Diaph act CS	1.1	0.8	1	0.9	0.8	1.1
APP 5UTR inh	-6.4	-18.6	-11.6	11.9	1.9	-10.6
G6PDH CS	0.9	0.2	2.0	-5.7	8.8	16.9
STAT1 activator	99.9	96.3	99.5	102.2	104.5	100.2
APP 5'UTR act	6.4	18.6	11.6	-11.9	-1.9	10.6
Diaphorase inh	-5.1	20.7	1.7	9.3	16.4	-12.6
FLuc inhib CS	-6.6	-1.9	1.6	-3.7	-3.8	-0.2
NF-kB expr up	1.39	1.07	1.03	1.19	1.03	nt
TLR4 MyD88 comp	-0.5	-5.9	-3.5	-2.6	0.3	2.0
FLuc act counter	1.1	1	1	1	1	1

13: CCC(CC)c1nnc(NC(=O)COc2ccc3c(C)cc(=O)oc3c2)s1
14: COc1ccccc1Nc1ccc([N+](=O)[O-])cc1N
15: CCOC(=O)c1c(NC(=O)CCN2C(=O)c3cccc([N+](=O)[O-])c3C2=O)sc(C(=O)OC(C)C)c1C
16: COc1ccc2sc(C)nc2c1NC(C)=O
17: COCCSc1nnc(NC(=O)c2cc(OC)c(OC)cc2[N+](=O)[O-])s1
18: COc1ccc(C(=O)NC(=S)NCc2cccnc2)cc1Br
assay / entry	13	14	15	16	17	18
Diaph act CS	1	0.9	0.9	0.9	1.1	0.8
APP 5UTR inh	-3.0	4.2	10.7	-1.2	-5.1	15.4
G6PDH CS	17.6	6.9	-2.6	3.5	13.1	0.4
STAT1 activator	97.7	92.1	96.2	94.6	95.4	94.5
APP 5'UTR act	3.0	-4.2	-10.7	1.2	5.1	-15.4
Diaphorase inh	-1.9	14.3	10.3	12.7	-6.3	19.6
FLuc inhib CS	-7.1	-4.2	0.1	-4.9	-0.9	-5.5
NF-kB expr up	1.05	0.85	1.42	1.29	1.11	0.93
TLR4 MyD88 comp	-0.3	2.0	8.9	2.1	9.3	11.0
FLuc act counter	1.1	1	1	1	1	1.1

19: Cc1ccc(C(=O)NS(=O)(=O)c2ccccc2)cc1
20: CC1NC(=S)N(C2CCCCC2)C1=O (centres undefined)
21: C=CCn1c(CCNC(=O)c2cccs2)nnc1SCC(=O)c1ccc(Cl)cc1
22: CC1(C)CC2(CCO1)N1CC3(C)CN2CC(C)(C1)C3=O (centres undefined)
23: Cc1ccc(-n2c(O)c(/C=N/Nc3ccc(S(=O)(=O)N4CCOCC4)cc3[N+](=O)[O-])c3ccccc3c2=O)c(C)c1
24: COc1ccc(S(=O)(=O)N(C)CC(=O)Nc2ccccc2SC)cc1Cl
assay / entry	19	20	21	22	23	24
Diaph act CS	nt	1	0.9	nt	0.8	0.9
APP 5UTR inh	18.8	-21.2	-8.6	6.7	11.5	-13.0
G6PDH CS	8.6	-1.2	-1.7	nt	5.7	11.5
STAT1 activator	89.1	95.4	94.6	110.3	94.0	92.9
APP 5'UTR act	-18.8	21.2	8.6	-6.7	-11.5	13.0
Diaphorase inh	nt	-4.0	13.8	nt	23.1	8.9
FLuc inhib CS	-2.7	-7.3	-4.9	nt	12.9	-6.2
NF-kB expr up	0.92	0.94	0.98	nt	0.41	1
TLR4 MyD88 comp	5.0	-7.2	-5.5	6.3	14.8	1.2
FLuc act counter	1	1.1	1	nt	0.9	1.1

25: Cc1cc2nn(-c3ccccc3)nc2cc1NC(=O)c1cccs1
26: FC(F)(F)c1cccc(N2Cc3ccccc3C2)c1
27: Cc1ccc(C(=O)Cn2nc(C)c([N+](=O)[O-])c2C)c(C)c1
28: Cc1nc2sc(C(c3cccs3)N3CCN(c4cccc(Cl)c4)CC3)c(O)n2n1 (centres undefined)
29: Cc1cc(C)c2[nH]c(=O)c(C(c3nnnn3Cc3ccc4c(c3)OCO4)N3CCCC3)cc2c1 (centres undefined)
30: COCCCNC(=O)Cn1nc(-c2ccc(C)cc2)ccc1=O
assay / entry	25	26	27	28	29	30
Diaph act CS	0.8	0.9	0.9	0.8	0.6	0.9
APP 5UTR inh	-28.6	5.9	-9.0	-11.7	-3.7	4.3
G6PDH CS	5.8	7.6	1.8	11.9	2.0	13.6
STAT1 activator	142.7*	103.1	118.0	89.0	96.0	99.4
APP 5'UTR act	28.6	-5.9	9.0	11.7	3.7	-4.3
Diaphorase inh	15.4	13.2	6.3	17.6	38.3	11.0
FLuc inhib CS	12.2	0.4	2.6	-3.9	-6.4	-5.4
NF-kB expr up	2.08	1.21	1.39	0.82	1.06	1.06
TLR4 MyD88 comp	8.8	7.7	2.2	1.5	8.1	2.2
FLuc act counter	0.9	1	1	1	1.1	1.1

# Record cards, as listed above. Order of screens: Diaph act CS	APP 5UTR inh	G6PDH CS	STAT1 activator	APP 5'UTR act	Diaphorase inh	FLuc inhib CS	NF-kB expr up	TLR4 MyD88 comp	FLuc act counter
# Cc1cc2nn(-c3ccccc3)nc2cc1NC(=O)c1cccs1 across the screens: 0.8	-28.6	5.8	142.7*	28.6	15.4	12.2	2.08	8.8	0.9
# Cc1ccc(C(=O)Cn2nc(C)c([N+](=O)[O-])c2C)c(C)c1 across the screens: 0.9	-9.0	1.8	118.0	9.0	6.3	2.6	1.39	2.2	1

# Next entries
31: CN1CCCC(OC(=O)CCCCC(=O)OC2CCCN(C)C2)C1 (centres undefined)
32: COc1ccc(N2C(=O)N(Cc3ccccc3F)c3ccccc3S2(=O)=O)cc1
33: O=C(Cn1nnc(-c2ccccc2)n1)OCc1csc(-c2ccccc2)n1
34: CCCOC(=O)CC1C(=O)NCCN1Cc1cc(OC)cc(OC)c1 (centres undefined)
35: Cc1c(NC(=O)c2noc(C(C)C)c2[N+](=O)[O-])c(=O)n(-c2ccccc2)n1C
36: CCCOc1ccc(C(=O)NNC(=S)NC(=O)c2cc(-c3ccc(Cl)cc3)nc3ccccc23)cc1
assay / entry	31	32	33	34	35	36
Diaph act CS	0.9	0.9	0.8	1	0.9	1.1
APP 5UTR inh	-6.3	nt	4.8	-12.6	-0.9	-8.3
G6PDH CS	12.3	3.5	5.3	14.3	0.3	5.2
STAT1 activator	91.8	91.6	126.3	105.9	103.9	94.3
APP 5'UTR act	6.3	nt	-4.8	12.6	0.9	8.3
Diaphorase inh	5.0	9.7	19.8	-0.9	14.8	-7.8
FLuc inhib CS	-10.4	-2.3	-4.7	1.4	-6.6	11.4
NF-kB expr up	0.86	1.01	1.36	1.2	1.08	0.98
TLR4 MyD88 comp	6.8	1.6	-16.9	-2.2	5.2	-1.4
FLuc act counter	1.1	1	1	1	1.1	0.9

37: CCOc1ccc(OCC)c(NC(=O)C2C3C=CC(O3)C2C(=O)NCc2ccco2)c1 (centres undefined)
38: Cc1ccc(C)c(NC(=O)C(Sc2nc3ccc(C)cc3[nH]2)c2ccccc2)c1 (centres undefined)
39: O=C(CC1(O)C(=O)Nc2ccccc21)c1ccccc1O (centres undefined)
40: O=C1CCCC2=C1C(c1cccc(O)c1)C1=C(N2)c2ccccc2C1=O (centres undefined)
41: O=C(NCc1ccc(Cl)cc1)c1cccnc1
42: O=C(COc1ccccc1F)N1CCN(S(=O)(=O)/C=C/c2ccccc2)CC1
assay / entry	37	38	39	40	41	42
Diaph act CS	0.8	0.9	0.8	1	1	0.9
APP 5UTR inh	-22.4	2.2	-9.4	-4.8	10.6	1.9
G6PDH CS	5.6	-0.8	4.0	-2.9	11.3	-1.3
STAT1 activator	101.5	96.1	97.7	96.6	99.7	105.8
APP 5'UTR act	22.4	-2.2	9.4	4.8	-10.6	-1.9
Diaphorase inh	17.3	6.6	16.1	-0.7	2.8	9.5
FLuc inhib CS	-3.7	-6.8	-6.7	2.2	-6.9	-3.4
NF-kB expr up	0.94	0.9	1	1.1	1.06	1.12
TLR4 MyD88 comp	-3.8	-5.1	-0.4	2.4	-15.6	-20.3
FLuc act counter	1	1.1	1.1	1	1.1	1

43: CCOC(=O)N1CCN(c2c(N3CCC(N4CCCCC4)CC3)c(=O)c2=O)CC1
44: O=C(CCC(=O)N(c1cccc(F)c1)C(C(=O)NC1CCCC1)c1ccncc1)Nc1cccnc1 (centres undefined)
45: Cc1ccccc1-n1nc2c(c1NC(=O)COc1ccc(Cl)cc1)CS(=O)C2 (centres undefined)
46: CCc1nnc(NC(=O)CCC(=O)N2CCN(Cc3cc(F)ccc3OC)CC2)s1
47: Cc1onc(-c2ccccc2)c1C(=O)N1CCN(Cc2ccc3c(c2)OCO3)CC1
48: O=C(O)c1cc([N+](=O)[O-])ccc1N1CCC(Cc2ccccc2)CC1
assay / entry	43	44	45	46	47	48
Diaph act CS	0.9	0.9	1.1	0.9	nt	0.9
APP 5UTR inh	7.0	5.2	7.1	-4.7	-18.2	-10.1
G6PDH CS	-0.4	5.7	-5.9	-0.1	14.5	-17.8
STAT1 activator	101.3	100.6	92.0	95.0	96.6	106.4
APP 5'UTR act	-7.0	-5.2	-7.1	4.7	18.2	10.1
Diaphorase inh	11.4	9.3	-6.9	14.2	nt	6.2
FLuc inhib CS	-4.5	-7.8	1.2	-5.1	-8.9	-3.8
NF-kB expr up	1.1	0.9	0.97	1	1.03	1.16
TLR4 MyD88 comp	-13.5	1.8	0.0	8.8	7.5	5.7
FLuc act counter	1	1.1	1	1.1	1.1	1

# High-throughput results deposited in PubChem BioAssay by several laboratories.
